KB-3-1 tox: KB-3-1 parental cell cytotoxicity. KB-3-1 viability, CellTiter-Glo ATP luminescence, 72 h. hit rate 1.4% among 400,000. AID 1347075. Potency, µM (doses to about 46.1 µM), without a hit: top-dose activity change, negative = cytotoxic, most hits filed as cytotoxic; note: potency is the fitted concentration of half-maximal effect; % is set by controls: 0 for no effect and ±100 for the full control effect; nearly all actives have a fitted effect of over 60% in size
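KB-3-1 cells, DMEM (no phenol red) + 10% FBS; compound by pin transfer, 72 h, 37 °C. Readout: CellTiter-Glo luminescence after 10 min. Data normalized, curve-fitted.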
SW480 rereplic: inducers of DNA re-replication in SW480 colon cancer cells; SW480 DNA re-replication, Hoechst DNA content imaging, 48 h; Potency, µM (series often up to 46.1 µM), for inactives: at the highest dose re-replication activation, hits mostly activators; hit rate 1.8% among 340,000; note: potency is the fitted concentration of half-maximal effect; % of control where 0% means no effect; nearly all actives have a fitted effect of over 55% in size
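Cells (250 per well) received 23 nL compound or DMSO by pin tool and were kept 48 hr at 37 C, 5% CO2. Nuclei were then stained with Hoechst for 40 min and scanned for DNA content.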
HT1080 IDH1KD tx: HT-1080 IDH1 knockdown cell toxicity (counter line) | hit rate 2% among 360,000 | Potency, µM (series often up to 46.1 µM), for inactives: top-dose activity, negative = toxicity, usual class: cytotoxic | AID 686971 | HT-1080 IDH1 knockdown viability, ATP luminescence, 48 h;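 note: potency is the fitted concentration of half-maximal effect; 0% = DMSO wells and -100% = cell-free medium wells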
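Viability of IDH1-knockdown HT-1080 fibrosarcoma cells was assessed by CellTiter-Glo after 48 h at 37 °C with titrated compound; concentration-effect curves were classified by fit quality and response size.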
IL1B secr inh: inhibitors of inflammasome signaling (IL-1 beta secretion); THP-1 LPS/ATP IL-1B secretion, AlphaLISA, 16 h; stronger effect = lower value; activity change, % at 57.5 µM; hit rate 4.7% among 360,000; in the data active = activity change below about -50%; inconclusive = mostly about -30% to -49%; note: % is set by controls: 0 for no effect and ±100 for the full control effect
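THP-1 cells pretreated 1 hr with compounds (up to 57.5 uM final), then stimulated with LPS (250 ng/mL final) plus ATP (1.25 mM final); secreted IL-1B measured by AlphaLISA after 16 hr, decreased signal indicating inhibition.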
HT1080-NT tox: kills 2HG-producing HT-1080-NT fibrosarcoma cells | HT-1080-NT fibrosarcoma viability, CellTiter-Glo ATP luminescence, 48 h | Potency, µM (highest dose often 46.1 µM), without a hit: top-dose activity, negative = less viability, actives largely listed as cytotoxic | hit rate 1.6% among 360,000 | AID 686970;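 note: NT is the 2HG producing partner of a matched IDH1 knockdown line; potency is the fitted concentration of half-maximal effect; 0% = DMSO-treated cells and -100% = media-only wells without cells; nearly all actives have a fitted effect of over 55% in size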
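A 48-hour cytotoxicity screen used HT-1080-NT cells plated 2 hours before compound delivery. ATP-based CellTiter-Glo luminescence measured viability, normalized to DMSO and no-cell controls.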
ATXN viability: reduces viability in counter-screen for ATXN expression inhibitors; S2 cells (HEK-293 line with an ATXN2-luciferase reporter) viability, CellTiter-Fluor protease fluorescence, 24 h; Potency, µM (titrated, usually from 56.7 µM), actives largely listed as cytotoxic; hit rate 0.49% among 400,000; AID 651635; note: potency is the fitted concentration of half-maximal effect; nearly all actives have a fitted effect of over 40% in size
HepG2 viability: kills HepG2 cells in TGF-b inhibitor counter-screen; hit rate 0.76% among 410,000; Potency, µM (doses to about 46.1 µM), inactives show at the highest dose activity change, negative = cytotoxicity, usual class: cytotoxic; HepG2 CAGA-GFP viability, ATP luminescence, 18 h; note: potency is the fitted concentration of half-maximal effect; some results filed as inactive show a strong effect at the top dose
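CellTiter-Glo luminescence gave cytotoxicity after 18 hours at 37 degrees C. The cells were HepG2 CAGA-GFP in 1% FBS DMEM, stimulated with 500 pg/mL TGF-beta after compound addition. %Activity was normalised to no-cell wells (complete cell-killing) and DMSO (no toxicity), and curves were fitted and classified.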
ATXN2 expr inh: ATXN2 expression inhibition; HEK-293 ATXN2-luciferase reporter, luminescence, 24 h; Potency, µM (doses to about 57 µM), inactives show at the highest dose activity change, negative = inhibition, usual class: inhibitors; hit rate 0.72% among 360,000; note: potency is the fitted concentration of half-maximal effect; % is set by controls: 0 for no effect and ±100 for the full control effect; nearly all actives have a fitted effect of over 55% in size
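qHTS (up to 57 uM final) was run with 24 h compound exposure of reporter cells at 37 °C. Each well was multiplexed: SteadyGlo luminescence measured ATXN2-luciferase expression after a fluorogenic Gly-Phe-AFC viability readout (25 uM final).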
MCF10A rerep: DNA re-replication induction in MCF 10a cells; MCF 10A DNA re-replication, Hoechst nuclear intensity, 48 h; Potency, µM (series often up to 46.1 µM), without a hit: at the highest dose activity, positive = re-replication, hits mostly activators; hit rate 2.9% among 350,000; AID 624296; note: potency is the fitted concentration of half-maximal effect; % of control where 0% means no effect; nearly all actives have a fitted effect of over 50% in size
* = called active by the depositor; i = inactive; ? = inconclusive; . = no result given; & = joins results of further samples; [ ] = remark or other dose. Unless noted, calls come from the whole dose curve; as a rule, active = well fitted curve in the direction sought with a large enough effect; inconclusive = small, poorly fitted or top-dose-only effect, or another doubt; inactive = no such curve, though single readings can be large; an effect the other way counts as inactive or inconclusive.

SMILES	KB-3-1 tox	SW480 rereplic	HT1080 IDH1KD tx	IL1B secr inh	HT1080-NT tox	ATXN viability	HepG2 viability	ATXN2 expr inh	MCF10A rerep
O=C(N1CCOCC1)N1CCN(S(=O)(=O)c2ccc(Cl)cc2)CC1	7%	-15%	-1%	0	3%	i	-7%	.	2%
O=C1NC(=S)N/C1=C\c1ccc(N2CCOCC2)cc1	-2%	18µM*	5%	-8	-1%	i	1%	.	?
CCNC(=O)C1(C)CCN1CCC(=O)c1ccc(Br)cc1 (configuration not stated)	0%	.	5%	0	14%	i	-17%	-8%	.
CC(=O)Nc1ccccc1NC(=O)c1ccc2c(c1)OCO2	3%	.	-3%	9	-2%	i	-37%	.	.
O=C(NCc1ccco1)c1sc2cccc(F)c2c1Cl	0%	-1%	?	0	-4%	i	-26%	15%	6%
COc1cc(-n2c(C)nc3cc(C(=O)NCC4CCCO4)ccc32)cc(OC)c1OC (configuration not stated)	?	2%	13%	-9	-2%	i	1%	16%	-1%
O=C(Nc1cccc(-c2cnc3ccccc3n2)c1)c1ccco1	4%	-6%	-10%	12	1%	i	-3%	21%	?
O=C(Nc1ccc(OCC(=O)N2CCOCC2)cc1)c1ccccc1Cl	6%	-4%	1%	-2	-2%	i	-7%	-13%	-6%
CC1CC1C(=O)Nc1nc(-c2ccc(Cl)s2)cs1 (configuration not stated)	?	4%	-20%	-6	-24%	i	-4%	-14%	10%
CC1CCN(CCCNC(=O)C2CCCN(c3ncnc4c3nc3n4CCCCC3)C2)CC1 (configuration not stated)	4%	?	3%	-5	-2%	i	-4%	-14%	1%
COc1ccccc1NC(=O)c1c(C)cc(C)nc1SCC(=O)Nc1cccc(C)c1	-8%	.	.	.	.	?	-21%	-19%	.
CN(C)c1nc(C(F)(F)F)cc(=O)[nH]1	0%	-2%	-2%	1	6%	i	-2%	0%	1%
Cc1ccc(NC2CC(=O)N(c3ccc(C)cc3)C2=O)cc1 (configuration not stated)	12%	-26%	?	0	12%	i	17%	11%	-2%[9.22 µM]
O=C(NC(=S)NNC(=O)c1ccccc1O)c1ccccc1	?	15µM*	-25%	47	?	i	6%	?	30%
COc1ccc(/C=N/Nc2nc3ccccc3c(=O)n2-c2ccccc2)cc1OC	-27%	-51%[inhibitor]	-17%	-19	-17%	i	-44%	14%	-64%[inhibitor]
Cc1nc(-c2ccc(F)cc2)c(CC(=O)N(C)CC(=O)Nc2ccc(F)cc2)s1	-5%	-3%	-3%	-3	-1%	i	-18%	14%	-2%
O=C(N/N=C/c1coc2ccccc2c1=O)c1ccc(Cl)cc1	-6%	1%	-20%	-14	-8%	i	-5%	5%	-1%
COc1ccc(CN(C)c2ccc(S(=O)(=O)N3CCN(C)CC3)cc2[N+](=O)[O-])cc1OC	?	-10%	?	-12	-17%	i	1%	-7%	12%
CC(C)C[C@H](NC(=O)c1nc[nH]c1C(=O)NCc1ccc(CNC(=O)OC(C)(C)C)cc1)C(=O)OC(C)(C)C	-24%	-17%[9.22 µM]	?	-24	-11%	?	-24%	-18%	-4%
COc1ccccc1C(=O)NC1CCN(C(=S)NCCc2ccccc2)CC1	4%	3%	3%	-77*	-2%	i	-16%	-12%	-16%

Three structures already listed, arranged by formula weight, lowest first:
SMILES	KB-3-1 tox	SW480 rereplic	HT1080 IDH1KD tx	IL1B secr inh	HT1080-NT tox	ATXN viability	HepG2 viability	ATXN2 expr inh	MCF10A rerep
Cc1ccc(NC2CC(=O)N(c3ccc(C)cc3)C2=O)cc1 (configuration not stated)	12%	-26%	?	0	12%	i	17%	11%	-2%[9.22 µM]
COc1ccc(CN(C)c2ccc(S(=O)(=O)N3CCN(C)CC3)cc2[N+](=O)[O-])cc1OC	?	-10%	?	-12	-17%	i	1%	-7%	12%
CC(C)C[C@H](NC(=O)c1nc[nH]c1C(=O)NCc1ccc(CNC(=O)OC(C)(C)C)cc1)C(=O)OC(C)(C)C	-24%	-17%[9.22 µM]	?	-24	-11%	?	-24%	-18%	-4%

Following part.
SMILES	KB-3-1 tox	SW480 rereplic	HT1080 IDH1KD tx	IL1B secr inh	HT1080-NT tox	ATXN viability	HepG2 viability	ATXN2 expr inh	MCF10A rerep
O=c1c2ccccc2nc(SCc2cc(F)ccc2F)n1C1CCCC1	-17%	10%	2%	7	1%	i	34%	3%	?
Cc1ccc(CC(=O)Nc2ccc(S(=O)(=O)Nc3ncccn3)cc2)cc1	-2%	-8%	4%	11	2%	i	1%	5%	11%
N#C/C(=C\c1cccc(Oc2ccccc2)c1)C(=O)N1CCOCC1	-1%	?	?	-100*	?	i	-1%	21%	?
CC(C)c1ccc(NC(=O)C2CCN(S(=O)(=O)c3ccc4c(c3)C(C)(C)C(=O)N4C)CC2)cc1	-8%	9%	-14%	50	-17%	i	-16%	0%	-4%
COC(=O)c1cccc(Nc2c(-c3ccc(O)cc3)nc3nc[nH]n23)c1	3%	.	.	.	.	i	-10%	4%	.
COc1cc2c(cc1NC(=O)c1cccnc1)oc1ccccc12	-12%	1%	?	-14	?	i	-29%	86%[activator]	2%
CCOc1ccc(C(C)=O)cc1COC(=O)c1cccnc1SC	-15%	-37%[inhibitor]	11%	-6	2%	?	-3%	-10%	-13%
COc1cc(S(=O)(=O)N2CCN(c3ccc(F)cc3)CC2)ccc1Cl	1%	3%	-6%	-27	-2%	i	-25%	-14%	0%
CC(NC(=S)Nc1ccccc1OC(F)F)C(C)(C)C (configuration not stated)	2%	-9%	-3%	5	2%	i	1%	-3%	-3%
C(=C\c1ccccc1)/CN1CCN(c2ncnc3c2oc2ccccc23)CC1	?	19%	?	-23	?	?	-28%	-37%	79%
CCOc1ccc(C(=O)Nc2ccc3c(c2)OCCO3)cc1[N+](=O)[O-]	4%	0%	4%	-58*	11%	i	-2%	-22%	0%
O=C(Nc1cc(C(F)(F)F)ccc1Cl)c1cc(-c2cccs2)nc2ccccc12	0%	.	.	.	.	i	-8%	14%	.
COc1cc(CC(=O)Nc2ccc3nc(C)sc3c2)cc(OC)c1OC	-10%	4%	0%	35	-18%	i	-5%	.	-7%
COc1cc(NC(=O)Cn2nc(Cc3cccnc3)c3ccccc3c2=O)cc(OC)c1OC	-1%	-6%	-3%	6	1%	i	-19%&-34%	2%	1%
COc1ccccc1NC(=O)CCCc1c[nH]c2ccccc12	-5%	-6%	-2%	18	-3%	i	0%	33%	?
O=C(NCC1CCCO1)C1CCN(S(=O)(=O)Cc2ccccc2)CC1 (configuration not stated)	0%	-5%[9.22 µM]	-1%	-8	-1%	i	-5%	-8%	1%
COC(=O)Cc1[nH]n(-c2nc3ccccc3s2)c(=O)c1C(C)=Nc1ccc(OC)cc1	9.2µM*	-19%	?	0	?	i	-45%	.	?
COc1ccc(C2CC(=O)C3=C(C2)Nc2ncnn2C3c2ccccc2C)cc1 (configuration not stated)	10%	3%	-6%	-11	-3%	i	-11%	-5%	5%
S=C(c1ccccc1)N(c1ccccc1)c1ccccc1	?	-2%	0%	-22	-12%	i	-8%	-8%	0%
Cc1cc(C)c(S(=O)(=O)N(CC(=O)NCc2cccnc2)C2CCCCC2)c(C)c1	-2%	5%	-1%	-7	1%	i	-33%	-13%	3%
Cc1ccccc1NC(=O)Cn1cnc2c1c(=O)n(C)c(=O)n2C	1%	-8%	-2%	4	5%	i	-29%	14%	11%
CCOc1cc(S(=O)(=O)N2CCN(C(=O)c3ccco3)CC2)ccc1F	-3%	1%	-3%	-5	-2%	i	-40%	.	-2%
Cc1ccc(NC(=O)c2ccc(OC(=O)C(C)Oc3ccc(Cl)cc3C)cc2)cc1 (configuration not stated)	3%	10%	17%	-6	7%	i	-1%	42%[activator]	-3%
CC(C)OC(=O)c1ccc(N2C(=O)C3CC=CCC3C2=O)cc1 (configuration not stated)	-2%	-23%	-2%	-5	-4%	i	-5%	0%	14%
CCN1C[C@@H]2[C@@H]3C(=O)N(C)C(=O)[C@@H]3[C@](Cc3ccccc3)(C1=O)N2C(=O)c1ccccc1	1%	-5%	7%	11	10%	i	-10%	-3%	-3%
O=C(COC(=O)c1ccc(S(=O)(=O)NCc2ccco2)cc1)NC1CCCCC1	-5%	1%	13%	-6	11%	i	-7%	-8%	-4%
CC(=O)Nc1ccc(CC#N)cc1	-7%	-4%	10%	4	18%	i	1%	0%	-3%
Cc1nc(N2CCN(C(=O)c3ccco3)CC2)nc2c1C(=O)CCC2	14%	-6%	14%	49	16%	i	1%	20%	13%
S=C(Nc1ccccc1)N1CCCN1c1ccccc1	-7%	-5%	0%	-8	-1%	i	2%	.	2%
Cc1ccc(Nc2nnc(SCC(=O)NCc3ccco3)s2)cc1	2%	1%[9.22 µM]	-5%	19	13%	i	-4%	3%	8%
COCCCNC(=O)Cn1nnc(-c2ccccc2NC(=O)c2ccc(F)cc2)n1	0%	15%	16%[9.24 µM]	17	-16%	i	-3%	-4%	-7%
O=C(/C=C/c1ccccc1)Nc1ccc(CN2CCOCC2)cc1	-1%	-7%	7%	0	3%	i	-5%	.	2%
Cc1nn2c(N3CCOCC3)cc(C(C)(C)C)nc2c1-c1ccccc1	2%	?	11%	5	-2%	i	-24%	.	2%
COc1ccc(NC(=O)CCC(=O)N/N=C/c2cccnc2)cc1	1%	-12%	0%	25	2%	i	0%	.	?
O=C(N/N=C/c1ccc2ccccc2c1)c1ccc(COc2ccc3c(c2)CCC3)o1	0%	16%	?	1	?	i	-36%	-16%	?
Cc1nn(-c2ncccn2)c2c1C(=O)CC(C)(C)C2Br (configuration not stated)	0%	?	-4%	-65*	0%	i	-34%	-11%	4%
CC(C)N=C(Nc1cccnc1)c1ccccc1	4%	-2%	-1%	-7	-1%	?	2%	0%	-5%
c1coc(CNCC2OCCc3ccccc32)c1 (configuration not stated)	2%	1%	-12%	6	14%	i	-15%	22%	4%
CC12CC3CC(C)(C1)CC(C(=O)NC(=S)N1CCCCC1)(C3)C2	-1%	-4%	10%[9.24 µM]	-26	?	i	-25%	6%	-8%

High-throughput results as filed in PubChem.
